# Screening data from PubChem BioAssay.
# DT40 TDP1 no CPT: qHTS for Inhibitors of human tyrosyl-DNA phosphodiesterase 1 (TDP1): qHTS in cells in absence of CPT. DT40 Tdp1-/- hTDP1 cells, no CPT, ATP luminescence, 48 h. Potency, µM (titrated, usually from 46.2 µM), for inactives: top-dose activity change, negative = growth inhibition, actives largely listed as inhibitors. 420,000 compounds, 15% hits. AID 686978, 2013; note: nearly all actives have a fitted effect of over 55% in size
#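 Camptothecin absent (DMSO only). Human TDP1-complemented DT40 knockout cells, 400 cells/well, 37 °C for minimum 48 hr; ATP measured via CellTiter-Glo, 30 min dark incubation, luminescence.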
# TDP1 block: blocks human tyrosyl-DNA phosphodiesterase 1. recombinant TDP1, AlphaScreen DNA substrate cleavage. 350,000 compounds, 0.28% hits. Q9NUW8. Potency, µM (series often up to 130 µM), for inactives: top-dose activity change, negative = inhibition, actives largely listed as inhibitors. AID 485290; note: nearly all actives have a fitted effect of over 40% in size
# Target sequence (Q9NUW8 whole entry, looked up): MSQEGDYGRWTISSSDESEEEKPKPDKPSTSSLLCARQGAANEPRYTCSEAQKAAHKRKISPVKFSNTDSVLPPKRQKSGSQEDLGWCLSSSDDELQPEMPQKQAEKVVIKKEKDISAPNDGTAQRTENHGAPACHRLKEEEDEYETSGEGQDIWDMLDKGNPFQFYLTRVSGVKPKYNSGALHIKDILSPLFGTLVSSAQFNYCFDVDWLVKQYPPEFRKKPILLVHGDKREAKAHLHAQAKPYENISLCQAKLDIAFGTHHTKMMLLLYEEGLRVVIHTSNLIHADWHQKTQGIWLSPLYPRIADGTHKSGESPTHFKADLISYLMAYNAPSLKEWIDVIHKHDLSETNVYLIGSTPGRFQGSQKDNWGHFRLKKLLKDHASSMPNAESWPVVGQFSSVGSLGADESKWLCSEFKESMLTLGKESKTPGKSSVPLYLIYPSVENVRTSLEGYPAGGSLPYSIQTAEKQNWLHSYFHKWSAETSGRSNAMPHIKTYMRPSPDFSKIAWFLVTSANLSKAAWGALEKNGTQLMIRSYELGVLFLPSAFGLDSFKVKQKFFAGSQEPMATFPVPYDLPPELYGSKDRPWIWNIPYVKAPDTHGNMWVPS
#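 Here, a 5' biotin and 3' phosphotyrosine-FITC DNA oligonucleotide reports Tdp1 activity: intact substrate bridges AlphaScreen beads, while cleavage leaves a 3' phosphate and drops signal. All incubations at room temperature.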
# TDP1 cell CPT: DT40-hTDP1 cell growth loss with CPT | chicken DT40 Tdp1-/-;hTDP1 cells + 20 nM CPT, ATP luminescence, 48 h | Potency, µM (highest dose often 46.2 µM), without a hit: at the highest dose activity change, negative = growth inhibition, hits mostly inhibitors | 420,000 compounds, 12% hits; note: nearly all actives have a fitted effect of over 55% in size
#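 Chicken DT40 Tdp1-/- cells stably complemented with human TDP1 were seeded at 400 cells/well in medium containing 20 nM camptothecin, exposed to pin-transferred compounds, and grown at 37 °C for at least 48 hr. Viability was read as ATP luminescence.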
# Starred values were filed as active, the others as inactive; ? = inconclusive; · = no result given; & = joins results of further samples; [ ] = dose if it differs, or a comment. Calls come from the whole dose curve; as a rule, active = well fitted curve in the direction sought with a large enough effect; inconclusive = small, poorly fitted or top-dose-only effect, or another doubt; inactive = no such curve, though single readings can be large; an effect the other way counts as inactive or inconclusive. % is set by controls: 0 for no effect and ±100 for the full control effect; potency is the fitted concentration of half-maximal effect.
1	COc1ccc(OC(=O)c2ccc(Cl)cc2)c(C(C)=O)c1
2	CC(O)[C@H]1CN=C(N)N1CC1CCCCC1 (some centres undefined)
3	COc1cccc(NC(=O)c2nnn(Cc3cccc(C(F)(F)F)c3)c2N)c1
4	Cc1oc(C(N)=O)cc1COc1ccc(C(N)=O)cc1
5	CC1(C)Cc2c(c(-c3ccccc3Cl)[nH]c(=O)c2C#N)CO1
6	Cc1cc(Br)cc(C)c1OCC(=O)NNC(=O)c1cccs1
7	Cc1cc(Nc2ccc([N+](=O)[O-])cc2)nc2ccccc12
8	O=C(CN1C(=O)C(=O)N(CCC2=CCCCC2)C1=O)Nc1ccc(F)cc1F
9	COc1ccc([N+](=O)[O-])cc1Nc1ncnc2ccccc12
10	Cc1cc(C)cc(C(=O)Nc2cccnc2)c1
screen / no.	1	2	3	4	5	6	7	8	9	10
TDP1 block	3%	·	1%	·	7%	0%	-3%	1%	8%	·
DT40 TDP1 no CPT	-8%	-21%	-12%	-8%	-1%	0%	-7%	4%	25%	13%
TDP1 cell CPT	4%	?	?	21%	6%	-4%	0%	?	0%	-14%

11	Cc1ccc(CNC(=O)C2CC(c3ccccc3C(F)(F)F)=NO2)cc1 (centres undefined)
12	Cc1ccc(C)c(/C=N/NC(=S)NC(C)C)c1
13	O=C(CSc1ncn[nH]1)N1N=C2/C(=C/c3ccco3)CCCC2C1c1ccco1 (centres undefined)
14	CCCCc1nn2c(=O)cc(COC(=O)c3ccc(NC(=O)c4ccccc4C)cc3)nc2s1
15	Cc1nc2ccc(C(=O)NCCc3c[nH]c4ccccc34)cn2c1N(C)C(=O)CCc1ccccc1
16	CCOC(=O)C1=C(N)OC2=C(C(=O)CC(C)(C)C2)C1C1CCCCC1 (centres undefined)
17	COc1ccccc1N1CCN(C2CCCN(Cc3ccc(Cl)cc3)C2)CC1 (centres undefined)
18	CCC(=O)N(C)C[C@H]1Oc2cc(-c3ccccc3F)ccc2S(=O)(=O)N([C@H](C)CO)C[C@H]1C
19	COc1ccc(CC(=O)NCc2cccc(CNC(=O)Cc3ccc(OC)c(OC)c3)c2)cc1OC
20	O=C(NCc1ccco1)C(c1ccncc1)N(C(=O)Cn1nnc2ccccc21)c1ccccc1F (centres undefined)
screen / no.	11	12	13	14	15	16	17	18	19	20
TDP1 block	0%	6%	2%	4%	·	-2%	4%	·	5%	·
DT40 TDP1 no CPT	-11%	5.8µM*	?	15µM*	23µM*	?	?	?	-2%	5%
TDP1 cell CPT	-12%	5.8µM*	?	21µM*	23µM*	-26%	10%	?	-7%	4%

# Among those listed so far, these have a CF3 group.
3	COc1cccc(NC(=O)c2nnn(Cc3cccc(C(F)(F)F)c3)c2N)c1
11	Cc1ccc(CNC(=O)C2CC(c3ccccc3C(F)(F)F)=NO2)cc1 (centres undefined)
screen / no.	3	11
TDP1 block	1%	0%
DT40 TDP1 no CPT	-12%	-11%
TDP1 cell CPT	?	-12%

# The results go on.
21	Cc1ccc(C)c(/C=N/Nc2nc3ccccc3c(=O)n2O)c1
22	C(=N\Nc1nc2ccccc2s1)/c1cccs1
23	CCCNC(=O)C1(C)CCN(Cc2cccc(OC(=O)c3ccccc3)c2)C1 (centres undefined)
24	O=C(NC1CCCCC1)c1ccc(CSc2nc3cccnc3n2Cc2cccc(F)c2)cc1
25	COc1cccc(-c2cnc3c(NC=O)cc(-c4ccc(S(C)(=O)=O)cc4)cn23)c1
26	O=C(Cc1ccccc1)NNC(=O)c1ccc(NC(=O)c2ccccc2)cc1
27	NS(=O)(=O)c1ccc(CCNC(=O)c2cccc(OC(F)F)c2)cc1
28	O=C(c1ccc(Sc2ccccc2)c([N+](=O)[O-])c1)N1CCOCC1
29	CCCN1CCN(C(=O)c2cnn(-c3ncc4c(n3)-c3ccccc3CCC4)c2COC)CC1
30	CN1CCN(c2ncc3nc(-c4ccc(Cl)cc4)c(=O)n(C4CC4)c3n2)CC1
screen / no.	21	22	23	24	25	26	27	28	29	30
TDP1 block	5%	3%	·	9%	·	·	3%	·	·	·
DT40 TDP1 no CPT	?	?	1%	5.2µM*	16µM*	-29%	-16%	?	-18%	?
TDP1 cell CPT	?	16µM*	-6%	10µM*	18µM*	?	-1%	-24%	15%[9.04 µM]	?

31	O=C1CC(c2ccccc2)C(c2ccccc2)=NN1 (centres undefined)
32	Cn1c(C=O)c(-c2ccc3cc[nH]c3c2)c2ccccc21
33	O=C(Nc1nc2ccc(S(=O)(=O)N3CCCC3)cc2s1)c1ccc(F)cc1
34	O=C1OC(COc2ccc(Br)cc2)CN1c1ccccc1 (centres undefined)
35	O=C(NCCN1CCOCC1)c1c(O)nc2sccn2c1=O
36	COc1cc2c(=O)c(S(=O)(=O)c3ccc(C(C)C)cc3)cn(Cc3ccccc3C)c2cc1OC
37	CCN(CC)C(=O)Cn1nc(C)c2ccccc2c1=O
38	COc1ccc(-c2csc(NC(=O)Cc3ccccc3)n2)cc1OC
39	COc1ccccc1CNCc1cc(Br)ccc1OC
40	COc1ccc(S(=O)(=O)N(CCCN2CCOCC2)Cc2cccc3ccccc23)cc1
screen / no.	31	32	33	34	35	36	37	38	39	40
TDP1 block	·	-4%	3%	·	-2%	1%	2%	6%	-4%	2%
DT40 TDP1 no CPT	-23%	-23%	?	1%	-30%	?	-8%	1.6µM*	16µM*	?
TDP1 cell CPT	-12%	-29%	?	15%	-7%	6.5µM*	-6%	?	?	-19%

41	CC1Sc2ccc(S(=O)(=O)N3CCC(C(=O)Nc4ccc(Cl)cc4)CC3)cc2NC1=O (centres undefined)
42	CCCCCCn1c(=O)[nH]c2nc3cc(N)ccc3nc2c1=O
43	Cc1c(C=O)c2cc(OCc3ccccc3)ccc2n1C
44	FC(F)(F)c1cccc(NC(=S)NCCN2CCOCC2)c1
45	CN(Cc1ccccc1)C(=O)c1cccc(NC(=O)Cc2cccc(NC(=O)C3CCN(C(=O)C4CC4)CC3)c2)c1
46	COc1cccc(N2CC(C(=O)Nc3nnc(SCC(=O)NCc4ccco4)s3)CC2=O)c1 (centres undefined)
47	CCOC(=O)C1CCN(c2ncnc3c2nnn3Cc2ccccc2Cl)CC1
48	CCOC1=C2[C@H](c3ccc(CC)cc3)N(S(=O)(=O)c3ccc(C)cc3)C[C@H]2C(C#N)(C#N)C(C#N)(C#N)C1
49	NC(=O)c1cccc(-c2ccnc3c2CC(C(=O)Nc2cccc(Oc4ccccc4)c2)O3)c1 (centres undefined)
50	Cc1ccc(C(=O)N2CCN(c3ccc([N+](=O)[O-])c(NCc4cccnc4)c3)CC2)cc1
screen / no.	41	42	43	44	45	46	47	48	49	50
TDP1 block	1%	-5%	5%	5%	·	0%	2%	·	·	8%
DT40 TDP1 no CPT	9.2µM*	?	-1%	-19%	?	0%	-29%	3.3µM*	?	?
TDP1 cell CPT	21µM*	?	9%	-1%	?	4%	-11%	3.7µM*	?	-15%

51	CCN1CCN(S(=O)(=O)c2ccc(Cl)c(C(=O)N(C)Cc3ccc(Cl)cc3Cl)c2)CC1
52	COc1cc(Br)c(CCNC(=O)c2ccco2)cc1OC
53	COc1ccc(Nc2cc(C(=O)NCc3ccccc3)c3ccccc3n2)cc1
54	O=C(CCc1nnc(CCCCc2ccccc2)o1)NC(c1cccnc1)C(F)(F)F (centres undefined)
55	COc1ccccc1-c1nc(-c2ccc(Br)o2)no1
56	Cc1c(/C=C/C(=O)c2cccs2)cnn1C
57	Cc1nc(-c2nnc(SCC(=O)Nc3cc(C(F)(F)F)cc(C(F)(F)F)c3)n2C)cs1
58	CCCNC(=O)Cn1cnc2sc(C(=O)NCCCN3CCOCC3)c(C)c2c1=O
59	COCCNC(=O)CN1CCN(Cc2cccc(Cl)c2)C1=O
60	CC(C)c1cc(NCc2ccccn2)n2c(nc3ccccc32)c1C#N
screen / no.	51	52	53	54	55	56	57	58	59	60
TDP1 block	4%	-13%	-5%	-4%	9%&-3%	0%	3%	1%	1%	4%
DT40 TDP1 no CPT	23µM*	5%	-26%	?	-16%&-18%	?	?	1%	1%	12µM*
TDP1 cell CPT	?	-7%	?	?	-2%&-22%	16µM*	?	-4%	-18%	5.8µM*

61	O=C(O)COc1ccc(/C=C/C(=O)c2ccc3ccccc3c2)cc1
62	COc1ccc(NC(=O)CN2CCN(C3c4ccccc4-c4ccccc43)CC2)c(OC)c1
63	CCc1nnc2c(NCc3ccccc3)nc3ccccc3n12
64	CCCCCn1c(SCC(=O)OCC)nc2cc(C(=O)N3CCC(C(N)=O)CC3)ccc2c1=O
65	Cc1cc(OC(C)C(=O)NC(Cc2c[nH]c3ccc(O)cc23)C(=O)O)c2c(C)cc(=O)oc2c1 (centres undefined)
66	O=C1OC(c2ccccc2)Sc2ccccc21 (centres undefined)
67	CSc1cccc(CN2CCCC(CNC(=O)c3ccc(F)cc3)C2)c1 (centres undefined)
68	COc1cccc(OCc2nnc(SCC(=O)NCc3ccco3)n2C)c1
69	COc1ccccc1-c1nnc(SCC(=O)Nc2oc(C)c3c(C)n[nH]c(=O)c23)n1C
70	O=C(O)CN1c2cccc3cccc(c23)S1(=O)=O
screen / no.	61	62	63	64	65	66	67	68	69	70
TDP1 block	5%[0.0935 µM]	5%	2%	6%	·	·	-4%	0%	2%	10%
DT40 TDP1 no CPT	0%	26µM*	-18%	-14%	10%	-5%	?	-1%	-9%	-23%
TDP1 cell CPT	15%	?	5%	?	37%[activator]	-1%	?	-2%	-2%	9%

# Down the list, from the results shown:
# TDP1 cell CPT, entries 66 to 69 → -1%, ?, -2%, -2%
# TDP1 block, entries 66 to 69 → ·, -4%, 0%, 2%
# DT40 TDP1 no CPT, entries 66 to 69 → -5%, ?, -1%, -9%

# Next results follow:
71	CN(Cc1ccco1)C(=O)c1cc(NC(=O)C2CCC2)c2c(c1)nc(-c1ccncc1)n2C
72	CCC1C(=NO)C(CC)C(c2ccccc2)NC1c1ccccc1 (centres undefined)
73	COCCCNC(=S)N(CCO)Cc1cc2cc3c(cc2[nH]c1=O)OCCO3
74	Cc1noc(C(=O)Nc2c(C)n(C)n(-c3ccccc3)c2=O)c1Cl
75	COc1cc(NC(=O)c2cccs2)ccc1NC(=O)c1cc2ccccc2o1
screen / no.	71	72	73	74	75
TDP1 block	·	6%	·	0%	3%
DT40 TDP1 no CPT	-18%	?	7%	-9%	12µM*
TDP1 cell CPT	?	?	-13%	-7%	?

# Entries shown so far that have an aryl thioether with sulfur outside any ring:
13	O=C(CSc1ncn[nH]1)N1N=C2/C(=C/c3ccco3)CCCC2C1c1ccco1 (centres undefined)
24	O=C(NC1CCCCC1)c1ccc(CSc2nc3cccnc3n2Cc2cccc(F)c2)cc1
28	O=C(c1ccc(Sc2ccccc2)c([N+](=O)[O-])c1)N1CCOCC1
46	COc1cccc(N2CC(C(=O)Nc3nnc(SCC(=O)NCc4ccco4)s3)CC2=O)c1 (centres undefined)
57	Cc1nc(-c2nnc(SCC(=O)Nc3cc(C(F)(F)F)cc(C(F)(F)F)c3)n2C)cs1
64	CCCCCn1c(SCC(=O)OCC)nc2cc(C(=O)N3CCC(C(N)=O)CC3)ccc2c1=O
67	CSc1cccc(CN2CCCC(CNC(=O)c3ccc(F)cc3)C2)c1 (centres undefined)
68	COc1cccc(OCc2nnc(SCC(=O)NCc3ccco3)n2C)c1
69	COc1ccccc1-c1nnc(SCC(=O)Nc2oc(C)c3c(C)n[nH]c(=O)c23)n1C
screen / no.	13	24	28	46	57	64	67	68	69
TDP1 block	2%	9%	·	0%	3%	6%	-4%	0%	2%
DT40 TDP1 no CPT	?	5.2µM*	?	0%	?	-14%	?	-1%	-9%
TDP1 cell CPT	?	10µM*	-24%	4%	?	?	?	-2%	-2%

# Compounds as they come; overall some 18% were active at least once.
